Source: PubChem (several laboratories)
CDK5 inh: CDK5/p35 (human) kinase inhibition; Recombinant CDK5/p35, ADP-Glo luminescence, 60 min; inhibition, % at 10 µM; 0.01% of 330,000 active; AID 488839;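 active = highest replicate inhibition of at least 50% and at least 75% of replicates reaching 50%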;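 note: plate controls were DMSO neutral control for no effect and GW8510 at 10 µM for full effect; many of its hits are not listed in these tables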
Pemphigus Ab inh: inhibitors of pemphigus antibody binding to human desmoglein-3 | DSG3-coupled beads, scFv-anti-DSG3-GFP binding, flow cytometry; stronger effect = lower value | P32926 | 0.48% of 310,000 active | binding (percent of control), % at 10 µM;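 active = binding more than 3 SD below its plate's average and above zero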;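 note: hits lower antibody fragment binding to DSG3; some compounds called inactive have numbers as strong as hits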
SUMO Mot1 rescue: inhibitors of SUMOylation pathway: yeast Mot1-301 growth rescue; S. cerevisiae Mot1-301 growth rescue, ATP luminescence, 38.5C; percent above DMSO median, 100 means doubled; growth rescue, % at 18.8 µM; 1% of 320,000 active; AID 2716;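 active = every valid replicate shows activation above 250% relative to neutral control wells; inactive = the rest, any valid replicate at or below 250%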;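 note: OY570 slx delta 5 strain wells were the positive control but not used for scaling; some compounds called inactive have numbers as strong as hits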
NSD2 inh: inhibitors of human histone methyltransferase NSD2 | 0.54% of 310,000 active | O96028 | inhibition, % at 12.5 µM | NSD2 peptide methylation, AlphaScreen, 120 min; in the data active = inhibition above about 50%
Arr AP2 block: human beta-arrestin and AP2 interaction inhibition | FITC-arrestin peptide / GST-AP2 beads, flow cytometry; AP2 beta2 appendage carries R879A mutation | inhibition, % at 10 µM | 0.31% of 340,000 active | AID 504490;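 active = inhibition above a set limit, near 3 SD of compounds lacking own fluorescence, cut at about 54% in these data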;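 note: plate controls were DMSO wells for no effect and 5 µM unlabelled arrestin peptide for full effect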
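Material – AP2 appendage R879A on GSH beads · Buffer or medium – PBS with 0.05% Tween 20 and 0.1% BSA · Probe or stimulus – fluorescein-tagged arrestin peptide at 50 nM final · Incubation – compound with beads 12 min RT, then probe 1 h RT · Detection – high-throughput flow cytometry of beads, ex 488, em 535 nm · Evaluation – percent response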
dFosB act: mouse delta FosB homodimer activation | activation, % at 25 µM | P13346 | AID 493131 | purified delta FosB, TAMRA-CDK5 oligo fluorescence polarization; percent of positive-control signal above neutral wells | 0.99% of 340,000 active;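 active = mean activation above about 17%, with every replicate also reaching it, limit read from the data, passing the limit was not always enough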;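 note: fluorescence polarization rise as delta FosB binds a TAMRA Cdk5 AP-1 oligo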
Target sequence (P13346 whole entry, looked up): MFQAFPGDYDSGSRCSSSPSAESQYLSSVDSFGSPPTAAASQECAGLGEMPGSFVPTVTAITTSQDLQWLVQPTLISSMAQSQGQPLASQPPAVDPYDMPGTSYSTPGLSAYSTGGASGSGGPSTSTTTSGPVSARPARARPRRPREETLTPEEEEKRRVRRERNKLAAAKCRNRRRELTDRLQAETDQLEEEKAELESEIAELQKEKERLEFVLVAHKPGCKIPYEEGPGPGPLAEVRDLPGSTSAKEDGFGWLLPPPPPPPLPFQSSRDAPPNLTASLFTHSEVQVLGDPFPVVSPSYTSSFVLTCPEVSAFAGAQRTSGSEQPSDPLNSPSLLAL
PKA-R1A activ: activates the PKA-R1A holoenzyme complex | P00514+P68181 | PKA-R1A dissociation, Cy5-IP20 fluorescence polarization; scaled: DMSO 0%, 113 µM cGMP 100% | 0.083% of 340,000 active | activation, % at 11.4 µM | AID 504707;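 active = percent activation above the mean of all tested compounds plus 3 SD, cut at about 19% in these data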;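 note: higher means more PKAc released from R1A so a rise in polarization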
MITF act: MITF TRPM1 promoter activation in melanoma cells | SK-MEL-5 TRPM1-promoter luciferase, 24 h; % of positive control, neutral wells = 0 | activation, % at 12.5 µM | 0.75% of 300,000 active | AID 588334;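 active = mean activation of at least 80% with every replicate also reaching 80%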;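 note: 0% = neutral control wells and 100% = parthenolide positive control wells; values of inactives mirror those of a sister screen read the other way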
PKA-R2B act: PKA-R2B complex activation; P22694+P31323; PKA-R2B holoenzyme dissociation, Cy5-IP20 fluorescence polarization; R2B truncated from residue 108, S112A mutant; 0% DMSO only, 100% 113 µM cGMP; activation, % at 11.4 µM; 0.079% of 340,000 active;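 active = activation above a cutoff set at the mean over all compounds plus 3 SD, cut at about 18% in these data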;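 note: higher means more holoenzyme dissociation and a rise in polarization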
Target sequence (P31323 whole entry, looked up, other chains not shown, the tested form may be a part): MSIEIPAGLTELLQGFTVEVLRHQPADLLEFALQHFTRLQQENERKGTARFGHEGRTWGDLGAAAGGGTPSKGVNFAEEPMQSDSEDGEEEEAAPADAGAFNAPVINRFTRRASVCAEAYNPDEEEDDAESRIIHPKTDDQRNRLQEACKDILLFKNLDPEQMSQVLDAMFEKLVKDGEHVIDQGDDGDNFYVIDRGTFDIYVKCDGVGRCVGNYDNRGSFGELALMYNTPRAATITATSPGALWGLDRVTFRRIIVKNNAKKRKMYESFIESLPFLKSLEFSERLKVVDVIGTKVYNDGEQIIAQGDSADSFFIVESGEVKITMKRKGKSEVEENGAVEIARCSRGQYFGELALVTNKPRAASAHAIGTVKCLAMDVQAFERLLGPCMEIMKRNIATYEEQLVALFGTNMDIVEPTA
SR-BI DiI-HDL act: SR-BI HDL lipid transfer activation | 0.096% of 320,000 active | activation, % at 12.5 µM | CHO ldlA[mSR-BI] cells, DiI-HDL uptake fluorescence, 3 h; 100 = double the neutral-control signal;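 active = mean replicate activation of at least 60% and every replicate at or above 60%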;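 note: 0% = median plate neutral-control signal and 100% = twice that signal; values of inactives mirror those of a sister screen read the other way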
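System: CHO ldlA[mSR-BI] cells / Medium: HEPES-buffered (25 mM, pH 7.4) F12 plus 0.5% BSA / Probe or stimulus: labelled HDL, 10 µg/mL / Doses: single compound concentration, delivered by pin transfer / Schedule: 3 h, 37 °C / Measured by: DiI fluorescence, bottom read / Measure: cell-associated DiI fluorescence as measure of HDL uptake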
SR-BI HDL uptake: mouse SR-BI HDL lipid transfer inhibition | Q61009 | ldlA[mSR-BI] CHO cells, DiI-HDL uptake fluorescence, 3 h | inhibition, % at 12.5 µM | 0.96% of 320,000 active | AID 488896;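 active = mean replicate inhibition of at least 70% and a set share of replicates each scoring 70 or more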;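 note: 0% = median of neutral control wells and 100% = median of positive control wells; values of inactives mirror those of a sister screen read the other way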
The depositor's hits bear a star; . = not tested or not shown.

SMILES	CDK5 inh	Pemphigus Ab inh	SUMO Mot1 rescue	NSD2 inh	Arr AP2 block	dFosB act	PKA-R1A activ	MITF act	PKA-R2B act	SR-BI DiI-HDL act	SR-BI HDL uptake
CCN(CC)CC(=O)NN=C(c1ccccc1)c1ccccc1	1.1	83	3	4	8	-3	6	-17	2	10	-10
O=C1C=C(N2CCN(c3ccccn3)CC2)C(=O)c2c(O)ccc(O)c21	2.7	99	.	-15	41	7	2	-92	-3	-16	16
CCn1nc(C)c(CNC(=O)CC2C(=O)NCCN2Cc2ccc(C)o2)c1C (configuration not stated)	0.3	106	128	-1	-1	-11	-3	-8	-7	-3	3
NS(=O)(=O)c1ccc(NS(=O)(=O)c2ccc(NC(=O)C3CC3)cc2)cc1	-1.7	106	13	-3	6	-10	-3	6	1	.	-41
COc1ccccc1N(C(=O)c1ccncc1)c1nc(-c2ccc([N+](=O)[O-])cc2)cs1	-8.1	83	62	2	5	0	3	15	-2	-29	29
Cc1nn(CC(=O)N2CCN(c3ccccn3)CC2)c(=O)c2cc3sccc3n12	0.4	.	12	.	33	-3	2	5	2	4	-4
O=C1OC(c2ccccc2)/C(=C(/O)c2ccc(Cl)cc2)C1=O (configuration not stated)	1.7	.	4	25	0	1	-6	.	-4	4	-4
O=C(O)c1ccc(NC(=S)NC2CCCCC2)cc1	1.4	97	-15	2	14	12	6	2	-3	49	-49
COc1ccc(Oc2nc(C)cc(C)c2C#N)cc1	-1.9	82	15	1	-3	-4	-4	17	-6	-43	43
Cc1oc(-c2ccc(Cl)cc2)nc1CS(=O)CC(=O)NCCN1CCCC1 (configuration not stated)	-1.0	103	28	.	-3	-1	-1	-13	-5	15	-15
CCC(C)NC(=O)Cc1cn(C)c2ccccc12 (configuration not stated)	1.7	.	32	0	-8	-5	-3	4	-14	6	-6
CCCCNC(=O)[C@@H]1CCCN1S(=O)(=O)c1cccc2cccnc12	-1.1	104	-3	.	-3	1	0	13	3	20	-20
CS(=O)(=O)c1ccccc1C(=O)Nc1ccc2sccc2c1	0.7	98	10	8	-12	-5	-8	-7	-3	-14	14
COc1ccc(CNS(=O)(=O)c2cc(OCC(N)=O)c(C)cc2Cl)cc1	-1.4	97	-5	0	-8	0	-5	.	1	-16	16
COc1ccc(CC(=O)c2c(O)cc(O)cc2O)cc1OC	-0.1	104	132	0	-3	-1	2	15	7	21	0
CCCN1C2CCCC1CC(NC(=S)Nc1cccc(C)c1)C2 (configuration not stated)	-0.6	101	-3	23	26	-6	1	7	7	-36	36
O=C1CCCN1CCCNC(=S)Nc1ccc(Nc2ccccc2)cc1	0.1	100	6	4	-3	-3	8	3	-17	-7	7
O=C(CNC(=O)c1ccc(Cl)cc1Cl)OCCCn1c(=O)[nH]c2ccccc21	0.2	103	14	3	29	-1	5	-8	-4	2	-2
COc1ccc(Nc2nc3ccccc3nc2NS(=O)(=O)c2cccs2)c(OC)c1	-7.7	106	50	2	9	-6	0	-8	0	.	.
CCn1c(SCC(=O)Nc2ccc(C)cc2)nc(O)cc1=O	-1.6	101	-12	1	12	-9	-4	.	-13	8	-8
CC(C)Sc1nc(N2CCOCC2)c2c(c1C#N)CC(C)(C)N(C)C2	1.5	113	8	2	9	0	1	3	4	18	-18
O=C(CCc1nc(-c2ccccc2)c(-c2ccccc2)o1)OCc1ccc(Cl)cc1	1.4	102	-8	-4	-2	-7	-4	13	-14	8	-8
CC(C)(C)c1ccc(/C=N/N2CCN(c3ccccn3)CC2)cc1	-0.9	98	-5	-2	-15	2	.	.	.	-32	32
Cc1cccc(-n2ncc3c2CCCC3NC(=O)CN2CCCC2=O)c1C (configuration not stated)	-0.6	101	1	0	6	4	-5	1	6	17	-17

By substructure: those above with a cyano group (2)
SMILES	CDK5 inh	Pemphigus Ab inh	SUMO Mot1 rescue	NSD2 inh	Arr AP2 block	dFosB act	PKA-R1A activ	MITF act	PKA-R2B act	SR-BI DiI-HDL act	SR-BI HDL uptake
COc1ccc(Oc2nc(C)cc(C)c2C#N)cc1	-1.9	82	15	1	-3	-4	-4	17	-6	-43	43
CC(C)Sc1nc(N2CCOCC2)c2c(c1C#N)CC(C)(C)N(C)C2	1.5	113	8	2	9	0	1	3	4	18	-18

(further entries)
SMILES	CDK5 inh	Pemphigus Ab inh	SUMO Mot1 rescue	NSD2 inh	Arr AP2 block	dFosB act	PKA-R1A activ	MITF act	PKA-R2B act	SR-BI DiI-HDL act	SR-BI HDL uptake
Cc1ccc(S(=O)(=O)N(CC(=O)N=Nc2c(O)[nH]c3ccccc23)c2cccc(C)c2)cc1	0.3	85*	-19	-1	1	-2	0	-12	-11	-21	20
C=CCOC(=O)C1=C(C)OC(N)=C(C#N)C1c1ccc(F)cc1 (configuration not stated)	0.5	95	-13	.	6	-6	-17	5	-4	4	-4
CCC1(c2ccccc2)C(=O)NCNC1=O	1.4	112	-18	.	-3	0	5	14	2	11	-10
COc1ccccc1CN1C(=O)c2cccc3cccc(c23)C1=O	-0.2	96	-12	-2	-8	-2	6	-5	-1	22	-22
O=C(CNS(=O)(=O)c1ccc(C(=O)N2CCOCC2)cc1)N1CCOCC1	1.3	106	-4	-5	6	-2	-1	-2	-14	9	-9
Cc1ccc(NC(=O)CSCC(=O)Nc2ccccc2N2CCCCC2)cc1	-1.9	98	-14	1	1	-8	2	0	-4	-17	17
Cc1nn(CCCC(=O)Nc2cccnc2Cl)c(C)c1[N+](=O)[O-]	0.9	95	257	-6	-20	-7	-6	4	-1	.	.
Oc1ccc(Br)cc1/C=N/N1CCCCC1	0.6	86	-1	5	11	-3	-3	110*	-6	-15	15
CCNC(=S)N/N=C/c1ccc(OCC(=O)Nc2ccc(C)cc2)cc1	2.8	99	35	-2	-8	9	-4	-6	-3	-27	27
COc1ccc(-n2nc(C(=O)NCC(=O)N3CCN(c4cccc(Cl)c4)CC3)c3ccccc3c2=O)c(OC)c1	2.6	.	11	-3	27	-6	-7	11	1	.	.
CC(C)(C)NC(=O)NC(=O)COC(=O)c1ccc(OC(F)F)cc1	-0.3	89	-4	-1	-9	6	-13	10	-10	43	-43
CC1CCN(C(=O)COC(=O)c2ccc(Br)o2)CC1	0.6	106	-1	-10	-11	5	-5	35	-11	21	-21

Some of these compounds in order of the MITF act value, descending:
SMILES | CDK5 inh | Pemphigus Ab inh | SUMO Mot1 rescue | NSD2 inh | Arr AP2 block | dFosB act | PKA-R1A activ | MITF act | PKA-R2B act | SR-BI DiI-HDL act | SR-BI HDL uptake
Oc1ccc(Br)cc1/C=N/N1CCCCC1 | 0.6 | 86 | -1 | 5 | 11 | -3 | -3 | 110* | -6 | -15 | 15
CC1CCN(C(=O)COC(=O)c2ccc(Br)o2)CC1 | 0.6 | 106 | -1 | -10 | -11 | 5 | -5 | 35 | -11 | 21 | -21
CCC1(c2ccccc2)C(=O)NCNC1=O | 1.4 | 112 | -18 | . | -3 | 0 | 5 | 14 | 2 | 11 | -10
C=CCOC(=O)C1=C(C)OC(N)=C(C#N)C1c1ccc(F)cc1 (configuration not stated) | 0.5 | 95 | -13 | . | 6 | -6 | -17 | 5 | -4 | 4 | -4
O=C(CNS(=O)(=O)c1ccc(C(=O)N2CCOCC2)cc1)N1CCOCC1 | 1.3 | 106 | -4 | -5 | 6 | -2 | -1 | -2 | -14 | 9 | -9
CCNC(=S)N/N=C/c1ccc(OCC(=O)Nc2ccc(C)cc2)cc1 | 2.8 | 99 | 35 | -2 | -8 | 9 | -4 | -6 | -3 | -27 | 27
Cc1ccc(S(=O)(=O)N(CC(=O)N=Nc2c(O)[nH]c3ccccc23)c2cccc(C)c2)cc1 | 0.3 | 85* | -19 | -1 | 1 | -2 | 0 | -12 | -11 | -21 | 20

More records.
SMILES	CDK5 inh	Pemphigus Ab inh	SUMO Mot1 rescue	NSD2 inh	Arr AP2 block	dFosB act	PKA-R1A activ	MITF act	PKA-R2B act	SR-BI DiI-HDL act	SR-BI HDL uptake
CN(C(=O)c1nn(C)c2c1CSc1ccccc1-2)c1ccc(F)cc1	.	111	-12	6	21	5	-8	15	-3	36	-36
Cc1nc2c(c(N3CCOCC3)n1)OCC(=O)N2	-2.0	105	0	-4	-3	2	-6	9	-7	9	-9
O=C(Nc1ccc2c(c1)OCO2)c1ccccc1SCC(=O)N1CCCC1	0.9	103	175	-2	9	-4	6	.	-5	15	-15
Cc1cccc(N=Nc2c(O)[nH]c3ccc(F)cc23)c1	1.0	100	2	3	-2	-2	-17	53	-1	4	-4
C/C(=N/NC(=O)CSc1nc2ccccc2s1)c1ccncc1	1.4	.	-2	-3	-1	-6	2	8	1	-9	9
CC1Cc2c([nH]c(=O)n(-c3ccccc3)c2=O)O1 (configuration not stated)	-0.1	88	.	0	-4	-8	-3	5	-7	19	-19
O=C(O)CCCN1C(=O)/C(=C\c2ccccc2OCc2ccccc2)SC1=S	0.5	.	20	.	-2	-1	-9	1	-4	.	.
CCN(CC(=O)Nc1ccc(NC(C)=O)cc1)C(=O)c1ccc2ccccc2c1	10	104	-5	0	1	-1	-2	11	-12	-17	17
O=C(Nc1ccc(N2CCN(C(=O)c3ccco3)CC2)c(Cl)c1)c1cc2ccccc2o1	2.3	97	-11	-6	10	4	0	-69	5	-82	82*
O=C(CN1CCN(S(=O)(=O)c2cc(C(F)(F)F)ccc2Cl)CC1)N1CCc2ccccc2C1	-0.1	.	-8	-1	25	-9	-3	-5	2	-39	39
NNC(=O)CNC(=O)C12CC3CC(CC(C3)C1)C2	0.4	101	-2	-2	-14	-1	2	-2	-9	24	-24
CC(=O)C1C(c2ccc(F)cc2)c2c(noc2C)CC1(C)O (configuration not stated)	-1.5	93	300	-3	0	-10	.	.	.	20	-20
O=C(C1CCCO1)N1CCN(S(=O)(=O)c2ccc(Br)cc2)CC1 (configuration not stated)	1.9	114	-7	4	54*	-3	10	-1	-5	21	-21
CCN(CCO)C(=O)c1ccc2oc(Cc3ccc(Cl)cc3)nc2c1	-1.8	107	0	-1	31	2	-7	.	-10	15	-15
Cc1ccc(-c2nn(CC(=O)NCc3cc(-c4nn(C)c(=O)c5ccccc45)ccc3C)c(=O)c3ccccc23)cc1	-1.0	92	36	0	2	-5	0	-82	1	-9	9
CN(C)/C=C/C(=O)c1cnc(-c2ccc(Cl)cc2)s1	0.5	100	155	1	-1	0	.	55	.	-42	42
N#Cc1cc(-c2ccccc2)nnc1Sc1ccccc1	-2.8	89	-4	0	-23	10	3	9	-3	-43	43
